High-throughput results: PubChem BioAssay, The Scripps Research Institute Molecular Screening Center
TbREL1 primary: TbREL1 RNA ligase inhibitors, primary screen, biochemical, FRET fluorescence; TbREL1 RNA ligation; inhibition, % at 9.66 µM; RNA-editing ligase 1, mitochondrial (Trypanosoma brucei brucei), P86926; AID 1117264, 2014; 89,000 tested, 0.49% active;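 active means inhibition above the mean inhibition across all screened compounds plus 3 SD, cut at about 11% in these data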;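 further: 0% = plate median of test wells and 100% = NSC42067 control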
Target sequence (P86926 whole entry, looked up): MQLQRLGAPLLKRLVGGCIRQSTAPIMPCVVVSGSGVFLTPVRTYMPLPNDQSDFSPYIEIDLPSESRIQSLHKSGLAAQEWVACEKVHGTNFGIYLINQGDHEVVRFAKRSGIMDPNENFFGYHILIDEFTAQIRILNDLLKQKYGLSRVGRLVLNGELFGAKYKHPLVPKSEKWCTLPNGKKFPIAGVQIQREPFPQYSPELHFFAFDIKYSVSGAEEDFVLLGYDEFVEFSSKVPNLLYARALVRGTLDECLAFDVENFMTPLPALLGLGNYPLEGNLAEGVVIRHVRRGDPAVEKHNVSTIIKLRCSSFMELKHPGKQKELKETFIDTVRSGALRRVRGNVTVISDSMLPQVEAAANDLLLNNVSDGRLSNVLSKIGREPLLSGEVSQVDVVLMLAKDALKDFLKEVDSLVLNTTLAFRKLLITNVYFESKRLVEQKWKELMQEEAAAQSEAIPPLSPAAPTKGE
An asterisk follows results filed as active. A portion of the library; the hit share may differ from the screen's.

What do the screens show for `CCOC(=O)C1=C(COC(=O)CNS(=O)(=O)c2ccc(NC(C)=O)cc2)NC(=O)NC1C` (stereo not given)?
TbREL1 primary: 6

How did CCN(C(=O)CSc1ncccc1C(=O)OC(C)C)c1cccc(C)c1 do in these assays?
TbREL1 primary: -3

Results for Cc1cccn2c(=O)c3cc(C(=O)NCCc4ccccc4)sc3nc12 ?
TbREL1 primary: 4

Results for CC(=O)Nc1ccc(C(=O)OCCC(C)C)cc1 ?
TbREL1 primary: -3

Results for c1ccc(CN(Cc2ccccc2)Cc2nnc(-c3cc4ccccc4[nH]3)s2)cc1 ?
TbREL1 primary: 1

What do the screens show for `Oc1ccccc1-c1cc(-c2ccccc2)no1`?
TbREL1 primary: 3

How did CC(=O)Nc1ccc(OCC(O)CN2CCN(c3ccccc3Cl)CC2)cc1 (stereo not given) do in these assays?
TbREL1 primary: 3

What do the screens show for `COc1ccccc1CN1C[C@@H]2C[C@@H](c3ccc(C)c(C)c3)N3CCC[C@@]23C1=O`?
TbREL1 primary: 7

What do the screens show for `CCCCOc1ccc(C(=O)NCC(=O)NNC(=O)C2COc3ccccc3O2)cc1` (stereo not given)?
TbREL1 primary: 3

Results for O=C(NCCNC(=O)c1ccccn1)c1ccc(Cl)cc1 ?
TbREL1 primary: 3

How did COc1cc(C(=O)N2CCN(c3cccc(C)c3C)CC2)cc(OC)c1OC do in these assays?
TbREL1 primary: 3

Results for Cn1cccc1/C=C1\SC(=S)N(Nc2ccccc2)C1=O ?
TbREL1 primary: 2

What do the screens show for `CC(C)N(CCc1ccncc1)C(=O)Nc1ccc(Cl)c(Cl)c1`?
TbREL1 primary: 0

What do the screens show for `Cc1ccc(C(C(=O)NC2CCCCC2)N(Cc2ccccc2)C(=O)Cc2c[nH]c3ccccc23)o1` (stereo not given)?
TbREL1 primary: -5

What do the screens show for `C=C[C@@H]1c2c(F)cccc2N(S(=O)(=O)c2ccc(C)cc2)[C@H](c2ccc(OC(C)=O)cc2)C1(C#N)C#N`?
TbREL1 primary: 2

What do the screens show for `COc1ccc([C@H]2CC(=O)C=C(c3ccc(Cl)c(F)c3)C2)cc1`?
TbREL1 primary: 1

How did CCCc1nnc(SCC(=O)N2CCCC(C)C2)n1CCOC (stereo not given) do in these assays?
TbREL1 primary: 2

Results for COc1ccccc1NC(=O)c1cccnc1 ?
TbREL1 primary: 0

How did CC(C)CCNC(=O)c1onc(CSc2ccc(F)c(F)c2)c1C(=O)NCCC(C)C do in these assays?
TbREL1 primary: 2

Results for O=C(NCCN1CCOCC1)c1cn(-c2ccccc2)nc1-c1cccs1 ?
TbREL1 primary: 1

Results for Cc1ccc(NC(=O)Cn2nnc(C(=O)NCc3cccs3)c2N)cc1 ?
TbREL1 primary: -1

How did COc1cccc(NC(=O)OCCN2CCN(Cc3ccccc3)CCC2=O)c1 do in these assays?
TbREL1 primary: -2

How did CCc1ccc(CNCc2cccnc2)cc1 do in these assays?
TbREL1 primary: 1

Results for O=C(O)c1cc(NC(=O)c2ccc3c(c2)C(=O)N(Cc2cccnc2)C3=O)cc(C(=O)O)c1 ?
TbREL1 primary: 4

What do the screens show for `COc1ccc(CNC(=O)CN(C(=O)c2csnn2)c2cccc(C(C)=O)c2)cc1`?
TbREL1 primary: -2

Results for CC(C)(C)OC(=O)C[C@@H]1C/C=C\C[C@H](CC(=O)N[C@H](CO)Cc2ccccc2)C(=O)N2CCC[C@H]2COC1=O ?
TbREL1 primary: -2

Results for Fc1ccc(CSc2ncnc3c2oc2ccccc23)cc1 ?
TbREL1 primary: 5

What do the screens show for `CC(=O)Nc1ccc(NC(=O)C(C)OC(=O)C2CCC2)cc1` (stereo not given)?
TbREL1 primary: 2

Results for CCCCCC(=O)NNC(=O)c1c(O)c2ccccc2n(CC)c1=O ?
TbREL1 primary: 0

How did O=C(Nc1ccn(Cc2ccccc2F)n1)c1ccc(COc2ccc(Br)cc2)cc1 do in these assays?
TbREL1 primary: 6

What do the screens show for `CC(C)(C)OC(=O)C[C@H]1C/C=C\C[C@@H](CC(=O)N(CCO)Cc2ccccc2)C(=O)N[C@H](Cc2c[nH]c3ccccc23)COC1=O`?
TbREL1 primary: 2

What do the screens show for `COc1cccc2cc(C(C)N(CCCN3CCOCC3)C(=S)Nc3cccc(C)c3)oc12` (stereo not given)?
TbREL1 primary: -4

Results for O=C(NCc1ccco1)OC1CCC12CCC(c1ccccc1)CC2 (stereo not given) ?
TbREL1 primary: 4

Results for CC(C)(C)NS(=O)(=O)c1cc(C(=O)O)ccc1Cl ?
TbREL1 primary: -1

Results for CC1(C(=O)NS(=O)(=O)c2cccc(C#N)c2)CCN1C(=O)C1(c2ccccc2)CC1 (stereo not given) ?
TbREL1 primary: -1

What do the screens show for `CC(=O)NC(Cc1ccc(C)cc1)C(=O)NC1CCN(C(=O)NCc2ccccc2)CC1` (stereo not given)?
TbREL1 primary: 5

How did COc1ccc(C)cc1NC(=O)c1nnn(Cc2cc(C)ccc2C)c1N do in these assays?
TbREL1 primary: -2

What do the screens show for `O=c1o[nH]c(-c2ccccc2)c1-c1ccccc1`?
TbREL1 primary: -5

What do the screens show for `COc1ccccc1CC(=O)NNC(=O)c1ccco1`?
TbREL1 primary: 1

Results for CCOc1ccc(NC(=O)NC2CCCc3ccccc32)cc1 (stereo not given) ?
TbREL1 primary: 1

What do the screens show for `CC(C)=CCC[C@H](C)C[C@@H]1Cc2[nH]c(=S)[nH]c(=O)c2[C@@H](c2ccc(F)cc2)O1`?
TbREL1 primary: -5

Results for COc1ccc(CNC(=O)CN(c2ccc(C)cc2)S(=O)(=O)c2c(C)noc2C)cc1 ?
TbREL1 primary: -1

What do the screens show for `FC(F)(F)c1ccccc1Cn1ccc2ccc(-c3ccc4ccn(Cc5ccccc5)c4c3)cc21`?
TbREL1 primary: 1

Results for CCc1ccc(OCCNC(=O)c2ccccc2SCc2ccc(F)cc2)cc1 ?
TbREL1 primary: -2

Results for CC(C)N1CCC2(CC1)N=C(c1ccc3c(c1)OCO3)CC(c1cc(Cl)ccc1O)N2 (stereo not given) ?
TbREL1 primary: 1

Results for CCOc1ccc(NC(=S)N2CCC(NC(=O)C3CCCCC3)CC2)cc1 ?
TbREL1 primary: 2

What do the screens show for `COc1ccccc1C(c1nnnn1CCc1ccccc1)N1CCN(c2ccccc2)CC1` (stereo not given)?
TbREL1 primary: 1

What do the screens show for `O=C(Cn1c(NCCCO)nc2ccccc21)c1cccc(Br)c1`?
TbREL1 primary: 0

In the list so far, 2 have a COOH group.
Results for O=C(O)c1cc(NC(=O)c2ccc3c(c2)C(=O)N(Cc2cccnc2)C3=O)cc(C(=O)O)c1 ?
TbREL1 primary: 4

Results for CC(C)(C)NS(=O)(=O)c1cc(C(=O)O)ccc1Cl ?
TbREL1 primary: -1

An excerpt of the results above, as a working copy:
What do the screens show for `CCOC(=O)C1=C(COC(=O)CNS(=O)(=O)c2ccc(NC(C)=O)cc2)NC(=O)NC1C` (stereo not given)?
TbREL1 primary: 6

How did CCN(C(=O)CSc1ncccc1C(=O)OC(C)C)c1cccc(C)c1 do in these assays?
TbREL1 primary: -3

Results for Cc1cccn2c(=O)c3cc(C(=O)NCCc4ccccc4)sc3nc12 ?
TbREL1 primary: 4

Results for CC(=O)Nc1ccc(C(=O)OCCC(C)C)cc1 ?
TbREL1 primary: -3

Results for c1ccc(CN(Cc2ccccc2)Cc2nnc(-c3cc4ccccc4[nH]3)s2)cc1 ?
TbREL1 primary: 1

Later entries:
Results for O=C(Nc1nnc(-c2cccnc2)s1)c1cccs1 ?
TbREL1 primary: 1

How did O=C(c1ccc(Cl)cc1Cl)N1CCN(c2ccc(N3CCOCC3)nn2)CC1 do in these assays?
TbREL1 primary: -1

What do the screens show for `CCOC(=O)N1CCC(NC(=O)CSc2cc(=O)n(CC)c3ccccc23)CC1`?
TbREL1 primary: -3

How did CCCCNC(=O)c1onc(CSc2cccc(C)c2)c1C(=O)O do in these assays?
TbREL1 primary: 7

What do the screens show for `O=C(OCc1ccc(Br)cc1F)c1cc2ccccc2oc1=O`?
TbREL1 primary: 3

Results for C=CCn1c2ccccc2c2nnc(SCc3[nH]c(=O)[nH]c3C(=O)CCCCC(=O)OCC)nc21 ?
TbREL1 primary: -2

How did COc1ccc2c(c1)OC[C@H]1[C@H]2N2C(=O)CN(Cc3ccco3)C(=O)[C@@]2(C)[C@H]1c1ccccc1 do in these assays?
TbREL1 primary: 2

How did O=C(NNC(=S)NC(=O)c1cn(-c2ccccc2)nc1-c1ccccc1)c1ccncc1 do in these assays?
TbREL1 primary: -13

Results for CCc1nc2sc3ccccc3c(=O)c2c(=O)n1CCOC ?
TbREL1 primary: 1

What do the screens show for `CC1=C(C(=O)OC(C)C)C(c2cccs2)N2C(=O)C(C)SC2=N1` (stereo not given)?
TbREL1 primary: 2

What do the screens show for `Cc1ccccc1CN1CCCCC(NC(=O)c2ccccc2C(F)(F)F)C1=O` (stereo not given)?
TbREL1 primary: -2

How did O=C(CN1CCN(Cc2ccccc2)CC1)N1CCCc2c1c(=O)oc1ccc(O)cc21 do in these assays?
TbREL1 primary: -3

What do the screens show for `CC(C)(C)C(=O)NNC(=O)c1ccc(Oc2cc(Cl)cc(Cl)c2)o1`?
TbREL1 primary: 2

What do the screens show for `Cc1ccc(C(=O)NCC(=O)N2CCN(c3ccccc3)CC2)cc1`?
TbREL1 primary: -4

How did COc1cccc(-c2nc(CS(=O)(=O)CC(=O)NC3CCC(C)CC3)c(C)o2)c1 (stereo not given) do in these assays?
TbREL1 primary: 5

Results for CC(C)c1ccc(CNc2ccc(N3CCOCC3)cc2)cc1 ?
TbREL1 primary: -6

Results for O=C(CSc1nc(C(F)(F)F)cc(=O)[nH]1)N1CCCCCC1 ?
TbREL1 primary: 4

Results for O=C(NC1CCN(Cc2ccccc2)CC1)C1CCN(S(=O)(=O)c2cccc3cccnc23)CC1 ?
TbREL1 primary: -4

How did O=C(NCCCNC(=O)c1ccccn1)c1ccccn1 do in these assays?
TbREL1 primary: 0

How did O=C(NCc1ccc(OC(F)(F)F)cc1)c1cccc2c1C(=O)c1ccc(N3CCCCC3)cc1S2(=O)=O do in these assays?
TbREL1 primary: 5

How did Cc1cc(C)n2nc(SCC(=O)N(C)c3ccccc3)nc2n1 do in these assays?
TbREL1 primary: -2

What do the screens show for `Cc1ccc(-c2csc(N(CCc3ccccc3)C(=O)COc3ccccc3)n2)cc1`?
TbREL1 primary: 4

What do the screens show for `CN(C)C1=NC[C@H](Cc2ccccc2)N1CCC1CCCC1`?
TbREL1 primary: 1

How did COCCSc1nnc(NC(=O)C2CCN(C(=O)c3ccco3)CC2)s1 do in these assays?
TbREL1 primary: 0

Gathered by group: the compounds so far with a cyano group.
What do the screens show for `C=C[C@@H]1c2c(F)cccc2N(S(=O)(=O)c2ccc(C)cc2)[C@H](c2ccc(OC(C)=O)cc2)C1(C#N)C#N`?
TbREL1 primary: 2

Results for CC1(C(=O)NS(=O)(=O)c2cccc(C#N)c2)CCN1C(=O)C1(c2ccccc2)CC1 (stereo not given) ?
TbREL1 primary: -1

Additional entries:
Results for Cc1ccc(OCC(=O)N(C)CC(=O)Nc2ccccc2Cl)c([N+](=O)[O-])n1 ?
TbREL1 primary: -1

What do the screens show for `O=c1c(Cc2c(F)cccc2Cl)c(O)ccn1Cc1ccc(F)cc1`?
TbREL1 primary: -3

Results for CC(C)CCN1CC(O)=C(c2nc3ccccc3[nH]2)C1=N ?
TbREL1 primary: 0

How did Cc1ccc(Cn2cc(/C=C/C(=O)O)c(-c3ccccc3)n2)cc1 do in these assays?
TbREL1 primary: 0

How did CC(C)NS(=O)(=O)c1ccc(OCC(=O)N2CCc3ccccc3C2)cc1 do in these assays?
TbREL1 primary: -4

Results for O=C(Nc1nc2ccc(SC(F)F)cc2s1)c1ccc(NS(=O)(=O)c2ccc(F)c(F)c2)cc1 ?
TbREL1 primary: 4

What do the screens show for `CCc1nnc(NC(=O)C2=CCN(S(=O)(=O)c3ccc(F)cc3)CC2)s1`?
TbREL1 primary: -1

Results for CCOC(=O)CN1CC23C=CC(O2)C(C(=O)NCc2ccccc2OC)C3C1=O (stereo not given) ?
TbREL1 primary: 0

How did CCOc1ccc(C(=O)NCC(=O)NNC(=O)c2cc(C)oc2C)cc1OCC do in these assays?
TbREL1 primary: -1

Results for CN1CCN(C(=S)NC(=O)c2cccc(S(=O)(=O)N(C)C)c2)CC1 ?
TbREL1 primary: -3

Results for COc1ccc(NC(=O)/C(=C\c2ccc(OC)c(OC)c2)NC(=O)c2ccco2)cc1 ?
TbREL1 primary: 3

How did Cc1ccc(NC(=O)N2CCN(C(=O)C3CCCO3)CC2)cc1 (stereo not given) do in these assays?
TbREL1 primary: 7

What do the screens show for `COc1ccc(CC(=O)OCC(=O)N2CCCC(C)C2)cc1` (stereo not given)?
TbREL1 primary: -2

Results for Cc1ccc(O)c(C(=O)c2cnc3c(c2)CN(C)C(=O)N3)c1 ?
TbREL1 primary: -1

Results for Cc1cc2nsnc2c(S(=O)(=O)N2CCN(C)CC2)c1C ?
TbREL1 primary: 5

What do the screens show for `O=C(CN1C(=O)S/C(=C\c2cccs2)C1=O)Nc1ccc(O)cc1C(=O)O`?
TbREL1 primary: 0

What do the screens show for `CCN(CC(=O)Nc1c(F)cccc1F)C(=O)c1cc([N+](=O)[O-])ccc1N1CCCCC1`?
TbREL1 primary: 3

Results for CC1=C(C(=O)OC(C)C)C(c2ccc3c(c2)OCO3)NC(=O)N1 (stereo not given) ?
TbREL1 primary: -5

How did O=C(c1ccc(S(=O)(=O)N2CCC(c3nc4ccccc4[nH]3)CC2)cc1)N1CCOCC1 do in these assays?
TbREL1 primary: 0

How did CCN(CC)C1CCS(=O)(=O)C1 (stereo not given) do in these assays?
TbREL1 primary: 7

How did CCc1sc(C(=O)NCCc2ccc(S(N)(=O)=O)cc2)cc1C do in these assays?
TbREL1 primary: -2

How did O=C(Nc1cc(S(=O)(=O)N2CCOCC2)ccc1N1CCCC1)c1cc(F)c(F)cc1Cl do in these assays?
TbREL1 primary: 1

What do the screens show for `Cc1ccc(N2C(=O)CC(Sc3ccccc3C(=O)O)C2=O)cc1` (stereo not given)?
TbREL1 primary: 6

What do the screens show for `CCCc1nn(C)c(C(=O)Nc2cccc(C)c2)c1Cl`?
TbREL1 primary: -2

Results for Cc1cc(=O)n2[nH]c(-c3ccc(F)cc3)nc2n1 ?
TbREL1 primary: 0
